Compound activity (PubChem)
JMJD2A Tudor inh – inhibitors of human JMJD2A Tudor domain; AlphaScreen JMJD2A-Tudor / H3K4me3 peptide binding; AID 504339; O75164; Potency, µM (highest dose often 114 µM), for the others: at the highest dose activity change, negative = inhibition, most hits filed as inhibitors; 390,000 compounds, 4.4% hits; note: potency is the fitted concentration of half-maximal effect; % is set by controls: 0 for no effect and ±100 for the full control effect; nearly all actives have a fitted effect of over 50% in size
G9a inh – inhibitors of human histone lysine methyltransferase G9a | G9a H3K9 monomethylation, AlphaScreen, 2 h | Q96KQ7 | Potency, µM (top dose mostly 102 µM), without a hit: at the highest dose activity, negative = inhibition, actives largely listed as inhibitors | 350,000 compounds, 8.8% hits | AID 504332; note: potency is the fitted concentration of half-maximal effect; % is set by controls: 0 for no effect and ±100 for the full control effect; nearly all actives have a fitted effect of over 75% in size
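Readings reflect AlphaScreen signal from monomethyl-H3K9 antibody detection. HMT at 20 nM; substrate b-H3K9 500 nM; cofactor SAM 20 uM; 2 h RT reaction; compounds tested as titrations in qHTS with 15 min preincubation.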
HP1b binding inh – blocks HP1-beta chromodomain binding to methylated histone tails | P83916 | AlphaScreen HP1-beta / biotin-H3K9me3 peptide binding | Potency, µM (doses to about 114 µM), for inactives: top-dose activity change, negative = inhibition, most hits filed as inhibitors | 390,000 compounds, 0.56% hits; note: potency is the fitted concentration of half-maximal effect; nearly all actives have a fitted effect of over 70% in size; inactives centre near 23
Target sequence (P83916 whole entry, looked up): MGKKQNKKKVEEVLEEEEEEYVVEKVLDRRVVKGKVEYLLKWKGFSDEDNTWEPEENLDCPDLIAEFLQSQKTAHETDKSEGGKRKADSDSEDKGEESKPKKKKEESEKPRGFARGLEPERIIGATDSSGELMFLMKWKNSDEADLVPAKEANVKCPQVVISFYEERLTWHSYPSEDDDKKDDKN
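HP1-beta protein (50 nM final) preincubated 30 min at room temperature with biotinylated H3(1-18)K9me3 peptide (50 nM) in PBS pH 7.4, 0.01% Tween-20, then compound added for 30 min. AlphaScreen streptavidin donor/nickel chelate acceptor beads (10 ug/mL final), 30 min dark, luminescence read.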
BAZ2B block – blocks human BAZ2B. Q9UIF8. AlphaScreen BAZ2B-H3K14Ac peptide displacement. Potency, µM (titrated, usually from 114 µM), for inactives: at the highest dose activity change, negative = inhibition, most hits filed as inhibitors. 360,000 compounds, 4.4% hits. AID 504333; note: potency is the fitted concentration of half-maximal effect; % is set by controls: 0 for no effect and ±100 for the full control effect; nearly all actives have a fitted effect of over 60% in size
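Complex of BAZ2B and biotin-H3K14Ac (50 nM apiece) forms over 30 min at RT, then faces library compounds up to 110 uM for another 30 min; AlphaScreen beads added, 20 min dark incubation, luminescence read.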
PI4K2A block – blocks human PI4K2A kinase activity | Q9BTU6 | purified PI4K2A, ADP-Glo luminescence, 1 h; stronger effect = lower value | activity change, negative = inhibition, % at 76.9 µM | 420,000 compounds, 0.13% hits | AID 1346378; in the data active = activity change below about -50%; inconclusive = mostly about -30% to -49%;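 note: -100% = wells without enzyme as full effect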
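PI4K2A activity was measured by ADP-Glo luminescence: enzyme (4 ug/mL stock) and phosphatidylinositol (1.2 mM stock) in Tris pH 7.5/MgCl2/EGTA/Triton X-100 buffer were reacted with ATP (300 microM stock) for one hour at ambient temperature.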
Pol eta inh – blocks human DNA polymerase eta activity; recombinant Pol eta, fluorescent DNA replication assay; Potency, µM (highest dose often 114 µM), inactives show top-dose activity change, negative = inhibition, most hits filed as inhibitors; 390,000 compounds, 1.2% hits; AID 588591; note: potency is the fitted concentration of half-maximal effect; % is set by controls: 0 for no effect and ±100 for the full control effect
Target sequence (Q9Y253 whole entry, looked up): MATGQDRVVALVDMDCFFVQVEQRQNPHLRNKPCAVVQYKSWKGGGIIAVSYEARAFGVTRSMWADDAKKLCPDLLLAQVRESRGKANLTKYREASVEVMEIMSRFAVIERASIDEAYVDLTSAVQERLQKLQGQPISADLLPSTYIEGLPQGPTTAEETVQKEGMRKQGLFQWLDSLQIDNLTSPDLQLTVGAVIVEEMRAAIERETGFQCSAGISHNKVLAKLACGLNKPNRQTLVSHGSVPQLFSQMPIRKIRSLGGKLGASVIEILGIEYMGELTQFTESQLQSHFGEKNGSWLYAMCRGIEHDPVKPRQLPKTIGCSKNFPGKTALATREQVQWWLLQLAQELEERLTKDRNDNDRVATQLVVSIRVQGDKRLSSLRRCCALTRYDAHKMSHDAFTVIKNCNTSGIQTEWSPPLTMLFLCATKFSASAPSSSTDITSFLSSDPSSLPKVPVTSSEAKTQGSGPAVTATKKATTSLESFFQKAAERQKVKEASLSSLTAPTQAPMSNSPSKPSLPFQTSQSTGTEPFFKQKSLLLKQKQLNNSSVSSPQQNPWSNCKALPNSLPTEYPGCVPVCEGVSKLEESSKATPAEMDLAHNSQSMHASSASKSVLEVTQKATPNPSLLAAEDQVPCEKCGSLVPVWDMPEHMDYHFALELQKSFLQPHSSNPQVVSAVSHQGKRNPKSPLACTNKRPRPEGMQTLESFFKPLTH
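Fluorescent replication assay: 50 nM final substrate added after a 15 min room-temperature compound preincubation with 10 nM enzyme. Signal taken at 0 min and again at 10 min.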
Tb PGK inh – T. brucei PGK inhibition; AID 602233; Potency, µM (top dose mostly 57.5 µM), without a hit: at the top dose activity change, negative = inhibition, usual class: inhibitors; PGK/GAPDH coupled, Kinase-Glo luminescence, 60 min; P07378; 380,000 compounds, 0.043% hits; note: potency is the fitted concentration of half-maximal effect; % is set by controls: 0 for no effect and ±100 for the full control effect; nearly all actives have a fitted effect of over 60% in size
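Luminescent ATP detection (Kinase-Glo Plus) follows a 60-minute room-temperature incubation, with wells lacking PGK as controls. Buffer: 100 mM TEA (pH 7.6), 5 mM MgCl2, 0.01% Tween-20. Coupling enzyme GAPDH (100 nM final) supplies unstable 1,3-BPG in-well.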
Pin1 inhibitor – human Pin1 inhibition; Pin1 FP peptide displacement, HiFluor488, 10 min; AID 504891; Potency, µM (titrated, usually from 115 µM), for inactives: at the top dose activity, negative = inhibition, hits mostly inhibitors; 390,000 compounds, 0.009% hits; active = well fitted inhibition curve with a large enough effect in the polarisation, with a control signal flat, not every such curve was filed as active; inconclusive = small, poorly fitted or top-dose-only effect, or effect the other way, or a change in a side signal; inactive = no such curve, though single readings can be large or run the other way; the % refers to the polarisation; note: potency is the fitted concentration of half-maximal effect; % is set by controls: 0 for no effect and ±100 for the full control effect
Target sequence (Q13526 whole entry, looked up): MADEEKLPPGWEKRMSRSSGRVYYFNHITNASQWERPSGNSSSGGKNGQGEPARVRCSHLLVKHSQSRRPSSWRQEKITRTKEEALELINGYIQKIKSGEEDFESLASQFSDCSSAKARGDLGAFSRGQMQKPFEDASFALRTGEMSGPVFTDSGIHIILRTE
GLS inhibitor – blocks human kidney-isoform glutaminase activity; O94925; GLS enzymatic activity, qHTS titration; Potency, µM (doses to about 45.5 µM), without a hit: at the top dose activity change, negative = inhibition, hits mostly inhibitors; 410,000 compounds, 0.21% hits; note: potency is the fitted concentration of half-maximal effect; % is set by controls: 0 for no effect and ±100 for the full control effect
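Compounds were pin-transferred onto hKGA, after which L-glutamine (1 mM solution) and a detection mix of glutamate oxidase, HRP and Amplex Red were added. Initial and 30 min RT fluorescence reads were collected.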
* hit, by the source's call; i = inactive; u = inconclusive; x = not tested or not shown; [ ] = remark or other dose. Unless noted, calls come from the whole dose curve; as a rule, active = well fitted curve in the direction sought with a large enough effect; inconclusive = small, poorly fitted or top-dose-only effect, or another doubt; inactive = no such curve, though single readings can be large; an effect the other way counts as inactive or inconclusive. This is a subset. The share of hits here may be higher or lower than overall.

Screens in order – JMJD2A Tudor inh	G9a inh	HP1b binding inh	BAZ2B block	PI4K2A block	Pol eta inh	Tb PGK inh	Pin1 inhibitor	GLS inhibitor
- CC(=O)Nc1ccc(C(=O)CS(=O)(=O)c2ccc(C)cc2)cc1
  -16%	1%[59 µM]	4%	4%	-5	-1%	i	1%	6%
- COc1ccccc1C(CNC(=O)c1ccco1)N1CCCC1 (centres undefined)
  -10%	-11%[12.7 µM]	52%[activator]	13%	-2	-5%	-4%	-8%	-1%
- O=C1OC(C(=O)Nc2nccs2)Cc2ccccc21 (centres undefined)
  -21%	-47%[59 µM]	18%	-38%	4	-17%	i	-10%	0%
- CCN(CC)CCn1c(=N)n(CC(O)COc2ccccc2C)c2ccccc21 (centres undefined)
  -12%	u	30%	-14%	0	x	x	2%	3%
- CSc1cccc(CN2CCCC(C(=O)Nc3cccc(-n4cccn4)c3)C2)c1 (centres undefined)
  u	x	-20%	-8%	0	-9%	-4%	1%	8%
- CCOc1ccc(-n2c(SCc3ccc([N+](=O)[O-])cc3)nnc2-c2ccccc2)cc1
  56µM*	u	0%	-30%	3	u	i	33%[activator]	-5%
- Cn1nc(-c2ccccc2F)c2cc(C(=O)N3CCN(c4ccc(F)cc4)CC3)sc21
  u	u	-1%	x	-2	-10%	i	6%	-6%
- CSc1ccccc1NC(=O)c1ccc(Cl)s1
  33%	-24%[12.7 µM]	51%[activator]	28%	5	-8%	1%	-9%	-1%
- COc1ccc(-c2csc(NC(=O)CCCc3nc4ccccc4c(=O)[nH]3)n2)cc1OC
  -20%	40µM*	-3%	-3%	3	-13%	6%	-4%	22%
- CC(Sc1nnnn1-c1ccc(Cl)cc1)C(=O)NCC(=O)Nc1ccc(F)c(F)c1F (centres undefined)
  -17%	4%[59 µM]	14%	-1%	-2	-1%	-5%	4%	5%
- COc1cccc(N(C(=O)c2snc(C(N)=O)c2N)C(C(=O)NCC2CCCO2)c2ccc3ncccc3c2)c1 (centres undefined)
  -2%	2%	15%	-15%	2	6%	-3%	2%	0%
- CC(NC(=S)NCCN1CCOCC1)C12CC3CC(CC(C3)C1)C2 (centres undefined)
  -20%	6%[59 µM]	11%	u	3	5%	6%	6%	3%
- COC(=O)c1ccc(NC(=O)c2ccc(NS(=O)(=O)c3cccc4cccnc34)cc2)cc1
  -21%	-10%[2.33 µM]	8%	3%	-2	-11%	i	3%	-8%
- COc1ccc(N2CC(NS(=O)(=O)c3cccs3)CC2=O)cc1OC (centres undefined)
  -18%	-36%	2%	-3%	-2	-6%	3%	5%	5%
- CCCc1cc(C(=O)NC2CCCN(Cc3ccccc3F)C2)no1 (centres undefined)
  1%	22%	34%	-2%	1	-12%	9%	1%	4%
- O=C(C1CCC1)N1CCc2cc(S(=O)(=O)NCc3ccc(F)cc3)ccc21
  -16%	10%[59 µM]	6%	x	2	-20%	-3%	5%	4%
- O=S(=O)(c1cccc2cnccc12)N1CCNCC1
  u	u	26%	u	-6	-7%	11%	4%	-1%
- O/N=C(\c1ccccn1)C1CC1c1ccccc1 (centres undefined)
  -15%	u	43%[activator]	-13%	1	-4%	i	-6%	u
- Cc1ccccc1CCNC(=O)C1CCCN(c2cnccn2)C1 (centres undefined)
  -25%	-10%	20%	-14%	9	-17%	1%	3%	-5%
- CCOc1ccc(-n2nc(C(=O)NC3CCCCC3)c3ccccc3c2=O)cc1
  -5%	4%	26%	-28%	-4	-7%	-7%	-3%	-4%
- CCc1cccc(C)c1NC(=O)C1CCN(S(=O)(=O)Cc2ccccc2)CC1
  -20%	-43%[59 µM]	1%	-13%	-4	-12%	i	-5%	-1%
- CCCCn1c(N)c(N(CCOC)C(=O)c2cc(-c3ccccc3)nc3ccccc23)c(=O)[nH]c1=O
  -10%	-9%[59 µM]	25%	-5%	2	-12%	-8%	4%	-3%
- O=C(c1ccc(N2CCCC2)c([N+](=O)[O-])c1)N1CCN(CCO)CC1
  -34%	-39%	48%[activator]	u	-4	u	i	-7%	-6%
- Cc1ccc(Cn2nnc3c(=O)n(CC(=O)NCC4CCCO4)cnc32)cc1 (centres undefined)
  -3%	u	27%	14%	0	0%	7%	-17%	1%
- O=C(Nc1ccccc1)C1=C(Nc2ccccc2)CSC1
  x	x	x	x	1	-19%	-11%	x	10%
- Cc1nn(Cc2ccccc2)c(Cl)c1C(=O)OCc1nnc(-c2ccc(Cl)cc2)o1
  -1%	9%[59 µM]	58%[activator]	3%	-9	-13%	-2%	43%[activator]	2%
- COc1cc2c(C(F)(F)F)c(-c3ccsc3)oc(=O)c2cc1OC
  -9%	x	84%[activator]	x	-1	-13%	-6%	6%	-3%
- COc1cccc(C(=O)NC(C)c2ccc(Br)cc2)c1 (centres undefined)
  5%	23%[59 µM]	39%[activator]	0%	-2	-11%	-10%	-9%	6%
- NS(=O)(=O)c1ccc(CCNC(=O)c2ccccc2-c2ccccc2)cc1
  0%	u	40%[activator]	-5%	-2	-1%	6%	8%	16%
- COc1ccc(NC(=O)Cn2nnc(C(=O)NCc3ccccc3)c2N)cc1Cl
  9%	10%[59 µM]	32%	10%	-2	-16%	4%	-6%	-1%

Whole records, looked up by structure.
Results for CCOc1ccc(-n2nc(C(=O)NC3CCCCC3)c3ccccc3c2=O)cc1 : JMJD2A Tudor inh = -5%; G9a inh = 4%; HP1b binding inh = 26%; BAZ2B block = -28%; PI4K2A block = -4; Pol eta inh = -7%; Tb PGK inh = -7%; Pin1 inhibitor = -3%; GLS inhibitor = -4%
Results for COc1ccccc1C(CNC(=O)c1ccco1)N1CCCC1 (centres undefined) : JMJD2A Tudor inh = -10%; G9a inh = -11%[12.7 µM]; HP1b binding inh = 52%[activator]; BAZ2B block = 13%; PI4K2A block = -2; Pol eta inh = -5%; Tb PGK inh = -4%; Pin1 inhibitor = -8%; GLS inhibitor = -1%

Next part.
Screens in order – JMJD2A Tudor inh	G9a inh	HP1b binding inh	BAZ2B block	PI4K2A block	Pol eta inh	Tb PGK inh	Pin1 inhibitor	GLS inhibitor
- COc1ccc(C(=O)N/N=C/c2cccc3cccnc23)cc1
  56µM*	48%[12.7 µM]	27%	20µM*	10	-7%	-9%	-3%	-9%
- CCOc1cnc(-c2c(-c3ccccc3Cl)noc2C)o1
  u	-14%	u	-14%	1	-23%	i	6%	1%
- Cc1[nH]n(-c2ccccc2)c(=O)c1C=Nc1ccc(S(=O)(=O)NC(N)=O)cc1
  -2%	u	43%[activator]	-22%	-3	-6%	0%	2%	1%
- CC1(C)S[C@@H]2[C@H](NC(=O)[C@H](N)c3ccc(O)cc3)C(=O)N2[C@H]1C(=O)O
  -15%	4%	28%	-2%	-2	u	-6%	u	-26%
- O=C1C2C3C=CC(C3)C2C(=O)N1c1cccnc1 (centres undefined)
  -14%	10%[59 µM]	13%	2%	1	10%	i	-4%	0%
- Cc1ccc(NC(=O)c2nnn(-c3cccc(C(F)(F)F)c3)c2N)cc1
  -7%	26%[59 µM]	7%	-3%	-2	0%	3%	1%	-1%
- O=S(=O)(NCCc1csc(-c2cccnc2)n1)c1cccc(F)c1
  -7%	89%[activator]	31%	-1%	1	-29%	-1%	6%	-2%
- Cc1nn(C(C)c2n[nH]c(=S)n2-c2cccc(Cl)c2)c(C)c1[N+](=O)[O-] (centres undefined)
  u	3.5µM*	1%	7%	5	-24%	i	-4%	-2%
- C#CCOCCOCCOCCNc1nc(N2CCN(C(=O)[C@H](Cc3ccc(O)cc3)n3cc([C@@H](N)CC(C)C)nn3)CC2)nc(N2CCN(C(=O)[C@H](Cc3cc4ccccc4[nH]3)n3cc([C@@H](N)CC(C)C)nn3)CC2)n1
  10µM*	5%[12.7 µM]	-10%	25µM*	0	-19%	12%	u	10%
- O=C(NC1CCCC1)C(c1cccs1)N(Cc1ccco1)C(=O)c1csnn1 (centres undefined)
  -5%	0%[12.7 µM]	35%	-33%	-5	-12%	9%	7%	3%
- O=C(Cc1ccccc1)NN1C(=O)c2ccccc2C1=O
  -10%	33%[12.7 µM]	11%	-3%	-3	-16%	-2%	-8%	1%
- COCCN(CCOC)C(=O)CN1C(=O)NC2(CCCc3sccc32)C1=O (centres undefined)
  -4%	8%	18%	9%	0	-12%	-4%	3%	11%
- OC(COc1ccc(F)cc1Cl)CN1CCC(Cc2ccccc2)CC1 (centres undefined)
  -13%	2%[2.33 µM]	47%[activator]	-3%	-4	-15%	x	1%	-4%
- CCOC(=O)c1c(C)[nH]c(C)c1S(=O)(=O)NCc1ccccc1OCC
  -11%	12%	16%	-28%	1	-18%	-3%	22%	-18%
- O=C(CCCN1C(=O)C(c2ccccc2)Oc2cccnc21)NCc1ccccc1F (centres undefined)
  -19%	-3%[59 µM]	24%	-2%	6	-8%	i	0%	0%
- COCCNC(=O)C(OC(=O)C1=Cc2ccccc2OC1)C(C)C (centres undefined)
  -9%	7%	49%[activator]	-15%	1	-10%	-1%	0%	-11%
- O=C(c1ccco1)N1CCc2[nH]nc(-c3ccc(Cl)cc3)c2C1
  -23%	5%	11%	-20%	1	3%	-1%	-3%	6%
- O=C(O)CCn1cc(C(=O)O)c(-c2ccccc2)n1
  -15%	x	43%[activator]	-8%	4	-14%	i	-9%	-2%
- Cc1c(C(=O)NCc2ccc(Cl)cc2)sc2nc3n(c(=O)c12)CCC3
  u	-23%[59 µM]	-24%	-35%	-4	-5%	-9%	4%	-6%
- CCC(C)(C)NC(=O)CN(C(=O)c1snc(C(N)=O)c1N)c1ccc2nc(C)sc2c1
  -14%	x	26%	-5%	-4	-1%	-4%	-6%	0%
- COc1ccc(/C=C/C(=O)c2nc3ccccc3n2CC(=O)c2ccc(OC)cc2)cc1
  -30%	9%[59 µM]	27%	-6%	3	-11%	-2%	48%[activator]	-5%
